# Bioassay records (PubChem)
# BL2 CD40 inh: CD40 pathway inhibition in BL2 cells. hit rate 0.94% among 83,000. inhibition, % at 10 µM. BL2 NF-kB luciferase reporter, CD40L-induced, 4 h. AID 1053188;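 active = mean inhibition of at least 50% with a set share of replicates also reaching that level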;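 also: 0% = neutral control wells and 100% = IKK inhibitor VII at 50 µM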
# The depositor's hits bear a star; & = joins results of further samples; [ ] = another dose, or the depositor's remark.
entry | BL2 CD40 inh | Compound
1 | -3 | Cc1ccc([N+](=O)[O-])cc1S(=O)(=O)Nc1ccc(C(=O)NCC2CCCO2)cc1 (stereo not drawn)
2 | -5 | O=C(NCCC1CCCCN1S(=O)(=O)c1ccc(F)cc1)C(=O)NCc1cccnc1 (stereo not drawn)
3 | 1 | CCCCNC(=O)C1(N2C(=O)c3ccccc3C2=O)CCCC1
4 | -1 | COc1ccc(NC(=O)COC(=O)c2cccn2C)cc1S(=O)(=O)N1CCCCC1
5 | 9 | CC(C)CN(CC(C)C)c1nnc(N)s1
6 | 31[25 µM] | C[C@@H]1CCCCO[C@H](CN(C)Cc2ccc(Cl)c(Cl)c2)[C@@H](C)CN([C@H](C)CO)C(=O)c2cc(NS(=O)(=O)c3cccs3)ccc2O1
7 | 5 | O=C(O)CC(Cc1ccc(Br)cc1)C(=O)O (stereo not drawn)
8 | 17 | O=C(COC(=O)c1ccc(S(=O)(=O)N2CCCC2)cc1)NCc1cccs1
9 | 23 | CN(C)c1cc(NC(=O)CNC(C)(C)CC(C)(C)C)c2ccccc2n1
10 | -3 | CC(=O)Nc1ccc(S(=O)(=O)Nc2cccc(NC(=O)c3ccco3)c2)cc1
11 | -1 | O=C(NC1CCCC1)[C@@H]1[C@@H](CO)[C@@H]2Cn3c(ccc(C4=CCCC4)c3=O)[C@H]1N2C(=O)c1ccccc1
12 | -7[25 µM] | OC[C@@H]1[C@@H](c2ccc(C#Cc3ccccc3F)cc2)[C@H]2CN(Cc3cncnc3)CCCCN12
13 | -1 | COc1ccc(C(C)=O)cc1COc1ccc(F)cc1
14 | 1 | Cc1csc(-c2cccnc2)n1
15 | 0[25 µM] | CN1C[C@@H]2[C@H](c3ccccc31)[C@@H](CO)N2C(=O)c1ccccn1

# Three of the entries above in order of the BL2 CD40 inh value, descending.
entry | BL2 CD40 inh | Compound
8 | 17 | O=C(COC(=O)c1ccc(S(=O)(=O)N2CCCC2)cc1)NCc1cccs1
13 | -1 | COc1ccc(C(C)=O)cc1COc1ccc(F)cc1
10 | -3 | CC(=O)Nc1ccc(S(=O)(=O)Nc2cccc(NC(=O)c3ccco3)c2)cc1

# Further compounds:
entry | BL2 CD40 inh | Compound
16 | -42 | CC(C)CCNC(=O)c1csc2c1CCCCC2
17 | 100* | CC1(C)CC(Nc2ccc(Nc3ccccc3)cc2)CC(C)(C)N1
18 | 17 | COc1ccccc1Oc1ccc(S(=O)(=O)Nc2cccnc2)cc1
19 | -6 | COc1ccc(CN(C)C(=O)c2cc(-c3ccccc3)nc3ccc(C)cc23)c(OC)c1
20 | -1 | O=C(Nc1ccc(Cl)cc1)Nc1nnc(/C=C/c2ccccc2)s1
21 | -38 | O=C(NCCCn1ccnc1)c1cc(-c2ccc3c(c2)OCO3)on1
22 | -13[25 µM] | CO[C@@H](C(=O)N(C)C[C@@H]1OCc2ccccc2-c2c(n(C)c3ccccc23)C(=O)N([C@H](C)CO)C[C@H]1C)c1ccccc1
23 | -76 | COc1cn(-c2ccccc2)nc1C(=O)Nc1ccccc1
24 | 6[25 µM] | Cc1ccc(S(=O)(=O)Nc2cccc3c2O[C@@H](CN(C)C(=O)Nc2ccc(C(F)(F)F)cc2)[C@@H](C)CN([C@@H](C)CO)C3=O)cc1
25 | 1 | CN(CC(=O)Nc1ccc(Cl)c(Cl)c1)CC(=O)N1CCc2ccccc21
26 | 27 | Cc1cccc(Nc2c([N+](=O)[O-])cc(C(=O)N3CC(=O)Nc4ccccc43)cc2[N+](=O)[O-])c1
27 | 7 | Cc1onc(-c2ccccc2)c1C(=O)Nc1ccc(S(=O)(=O)N2CCOCC2)cc1
28 | 3[25 µM] | COc1ccccc1CN1[C@@H]2CN(C(=O)c3ccc(F)cc3)c3ccccc3[C@@H]2[C@@H]1CO
29 | 11 | O=[N+]([O-])c1ccc(Nc2cccc(F)c2)nc1
30 | 5 | C[C@@H]1CN([C@H](C)CO)C(=O)c2c(c3ccccc3n2C)-c2ccccc2CO[C@@H]1CN(C)Cc1ccc2c(c1)OCCN2C
31 | -1 | O=[N+]([O-])c1ccc(CN2CCN(c3ccc4ccccc4n3)CC2)cc1
32 | 9 | CC(C)CNC(=O)COC(=O)c1cncc(Br)c1
33 | 5 | CCCCc1nc2sc3c(=O)n(N)cnc3c2c2c1CCC2
34 | 1 | Cc1ccnn1CCC(=O)O
35 | 2 | Cc1ccc(S(=O)(=O)NCCC(=O)NC2CCN(Cc3ccccc3)CC2)cc1
36 | 9 | O=C(COC(=O)CCc1ccc(S(=O)(=O)N2CCOCC2)cc1)Nc1cccc(Cl)c1
37 | -61 | CCCCCCSc1ccc(-c2nc3ccc(Cl)cn3c2NCCCC)cc1OC
38 | -2[25 µM] | CCC(=O)N1CC2(CCN(C(=O)Cc3ccccc3)CC2)c2c(n(C)c3cc(OC)ccc23)[C@H]1CO
39 | 2 | C=CCN1C(=O)c2ccc(C(=O)N3CCN(S(=O)(=O)c4ccc(C(C)C)cc4)CC3)cc2C1=O
40 | -15 | O=C(c1cc(COc2ccc(F)cc2F)on1)N1CCN(C2CCCC2)C(=O)C1
41 | 4 | COc1cc(NS(=O)(=O)c2cc(NC(C)=O)ccc2OC)c(OC)cc1NC(=O)c1ccccc1
42 | 1 | CN(C)C(=O)CSc1nc2cc(S(=O)(=O)N3CCOCC3)ccc2o1
43 | 0[25 µM] | CNC[C@@H]1OCc2cn(nn2)CCCC(=O)N([C@H](C)CO)C[C@H]1C
44 | -20 | CO[C@H]1CN(C)C(=O)c2cc(NS(C)(=O)=O)ccc2OC[C@H](C)N(C(=O)C2CCCC2)C[C@H]1C
45 | 3 | COc1ccccc1-c1ccc([C@H]2[C@H](C#N)N(C(=O)C3CCC3)[C@H]2CO)cc1
46 | 2 | CC(C)(C)NC(=O)NC(=O)COC(=O)Cn1cnc2ccccc2c1=O
47 | 5 | COC(=O)c1nnn(-c2nonc2N)c1CSc1nnc(C)s1
48 | 3 | CCn1cc(CN2CCN(Cc3ccc(C)o3)C(CCO)C2)c2ccccc21 (stereo not drawn)
49 | -14 | Cc1cc(C(=O)OCC(=O)Nc2cccc([N+](=O)[O-])c2)c(C)o1
50 | -3 | O=C1CCCCN1CC(=O)N1CCCC(Nc2ccc(F)c(F)c2)C1 (stereo not drawn)
51 | -6[25 µM] | O=C(C[C@H]1C=C[C@@H](NS(=O)(=O)c2ccc(F)cc2)[C@@H](CO)O1)N1CCc2ccccc2C1
52 | -28 | COc1ccccc1N1CCN(C(=O)CCNC(=O)c2ccco2)CC1
53 | -2 | CC(C)(C)N1NC2(CCCCC2)NC1=S
54 | -5[25 µM] | COc1ccc(C#Cc2ccc3c(c2)[C@H]2[C@H](CCN2C(C)=O)[C@@H](CO)N3C)cc1
55 | 12 | O=S(=O)(Nc1ccccc1N1CCOCC1)c1c(F)cc(F)cc1Br
56 | 8 | CCCN(CCO)Cc1ccc(Cl)c(Cl)c1
57 | 2 | O=S(c1ccccc1)c1ccccc1
58 | 5&0 | COc1cccc(S(=O)(=O)N2C[C@@H]3N[C@H](C2)C3c2ccc(-c3ccccc3C)cc2)c1 (stereo partly drawn)
59 | -9[25 µM] | CCCNC(=O)Nc1ccc2c(c1)OC[C@H](C)N(Cc1cncnc1)C[C@@H](C)[C@H](OC)CN(C)C2=O
60 | 10 | O=C(CCN1c2ccccc2Sc2ccccc21)Oc1ccccc1
61 | -8 | CN1C(=O)N(CC(=O)N2CCN(c3ncccn3)CC2)C(=O)C12CCCCC2
62 | -10[25 µM] | COCC(=O)N1CC2(C1)CN(C(=O)NC1CCCC1)[C@H](CO)c1c2c2ccc(OC)cc2n1C
63 | 20&39[25 µM] | Cc1ccccc1-c1ccc(C2[C@@H]3CN(C(=O)NC4CCCCC4)C[C@H]2N3)cc1 (stereo partly drawn)
64 | -57 | Cn1cccc1C(=O)NNC(=O)c1ccccc1Br
65 | 10 | Cc1nnc(NCCc2ccccc2)n(N)c1=O
66 | -85 | CCc1ccc(C(=O)CN2C(=O)NC3(CCCCCC3)C2=O)cc1
67 | -4[25 µM] | COc1ccc2c3c([nH]c2c1)[C@@H](CO)N(C(C)=O)CC31CCN(C(=O)Nc2ccc(F)cc2F)CC1
68 | -40 | CS(=O)(=O)c1ccc2nc(NC(=O)CCNC(=O)c3ccc([N+](=O)[O-])cc3)sc2c1
69 | -29 | Cc1ccc(NC2Sc3ccccc3NC2=O)cc1Cl (stereo not drawn)
70 | -11[25 µM] | CCCNC(=O)N1[C@H](CO)[C@H](c2ccccc2)C12CN(C(=O)C1CCCCC1)C2
71 | 2 | COC(=O)C(NC(=O)C(C)Oc1ccccc1)C(C)C (stereo not drawn)
72 | 17 | COc1cccc(N2C(=NC(=O)c3ccccc3)SC3CS(=O)(=O)CC32)c1 (stereo not drawn)
73 | 10 | CCN(CC)C(=O)Cn1cnc2ccccc2c1=O
74 | -12[25 µM] | O=C(C1CCOCC1)N1CC(=O)N2[C@H](C1)[C@H](c1ccc(C#CC3CCCCC3)cc1)[C@@H]2CO
75 | -13[25 µM] | CN1C(=O)c2cc(NC(=O)c3cnccn3)ccc2OC[C@@H]2O[C@H](CC(=O)NCC3CCCCC3)CC[C@H]21

# Rewritten with each value named: four of the compounds above.
(72) COc1cccc(N2C(=NC(=O)c3ccccc3)SC3CS(=O)(=O)CC32)c1 (stereo not drawn)
  BL2 CD40 inh = 17

(73) CCN(CC)C(=O)Cn1cnc2ccccc2c1=O
  BL2 CD40 inh = 10

(74) O=C(C1CCOCC1)N1CC(=O)N2[C@H](C1)[C@H](c1ccc(C#CC3CCCCC3)cc1)[C@@H]2CO
  BL2 CD40 inh = -12[25 µM]

(75) CN1C(=O)c2cc(NC(=O)c3cnccn3)ccc2OC[C@@H]2O[C@H](CC(=O)NCC3CCCCC3)CC[C@H]21
  BL2 CD40 inh = -13[25 µM]

# The listing continues:
entry | BL2 CD40 inh | Compound
76 | -78 | O=C(Nc1nc(-c2ccccc2)ns1)c1cccs1
77 | 3 | O=C(NC(=O)c1ccc(Cl)cc1)Nc1cc(N2CCCCC2)ncn1
78 | 5 | Cc1nnc(SCC(=O)c2c(N)n(C3CC3)c(=O)[nH]c2=O)n1C
79 | 2 | O=C(COC(=O)c1ccccc1C(=O)N1CCN(c2ccccc2)CC1)Nc1ccccc1
80 | 7 | COc1ccc(NC(=O)N(C)C[C@H]2Oc3ccc(NS(=O)(=O)c4ccc(F)cc4)cc3C(=O)N([C@H](C)CO)C[C@H]2C)cc1
81 | -10 | CC(=O)NCCOc1cccc2ccccc12
82 | -8 | COCCNc1nc(NCCNC(C)=O)c2sc(-c3ccccc3)cc2n1
83 | 3 | O=C(COC(=O)/C=C/c1ccc(F)cc1)Nc1cccc(S(=O)(=O)N2CCCC2)c1
84 | -18[25 µM] | CO[C@H]1CN(C)C(=O)c2ccc(NC(=O)c3ccccc3F)cc2OC[C@H](C)N(C)C[C@H]1C
85 | 1 | Cc1ccc(S(=O)(=O)N2CCN(CCOc3ccccc3)CC2)cc1
86 | -2 | COc1ccc(CCNc2ncnc3c2c(C)c(C)n3CCO)cc1OC
87 | 8 | CCOC(=O)c1c(CN2CCN(C)CC2)oc2ccc(OC)cc12
88 | -87 | CC1CCN(C(=O)Cn2nnc(-c3cccs3)n2)CC1
89 | -14 | N#C[C@H]1[C@@H](c2ccc(C3=CCCCC3)cc2)[C@@H](CO)N1C(=O)Cc1ccncc1
90 | -21 | O=C(CC1CCCC1)Nc1nnc(C2CC2)s1

# A few values from the list.
# `O=C(NC(=O)c1ccc(Cl)cc1)Nc1cc(N2CCCCC2)ncn1` in BL2 CD40 inh = 3
# `N#C[C@H]1[C@@H](c2ccc(C3=CCCCC3)cc2)[C@@H](CO)N1C(=O)Cc1ccncc1` in BL2 CD40 inh = -14
# `COc1ccc(NC(=O)N(C)C[C@H]2Oc3ccc(NS(=O)(=O)c4ccc(F)cc4)cc3C(=O)N([C@H](C)CO)C[C@H]2C)cc1` in BL2 CD40 inh = 7
# `COCCNc1nc(NCCNC(C)=O)c2sc(-c3ccccc3)cc2n1` in BL2 CD40 inh = -8
# `O=C(Nc1nc(-c2ccccc2)ns1)c1cccs1` in BL2 CD40 inh = -78

# Carrying on.
entry | BL2 CD40 inh | Compound
91 | 11[25 µM] | CC(=O)NC[C@@H]1[C@H](c2ccc(-c3cccnc3)cc2)[C@H](CO)N1C(=O)C1CCC1
92 | 14 | Cc1ccc(S(=O)(=O)N2CCC(=O)N([C@H](COCc3cccc(C)c3)C(C)C)CC2)cc1
93 | 9[25 µM] | CN(C)CC(=O)Nc1ccc2c(c1)[C@H]1C[C@H](CC(=O)N3CCCCC3)O[C@@H](CO)[C@H]1O2
94 | -8[25 µM] | CN(C)C(=O)c1ccc(-c2ccccc2[C@@H]2[C@@H](C#N)N(C(=O)C3CC3)[C@H]2CO)cc1
95 | 1 | O=C(Cn1cnc2ccccc21)N/N=C/c1cccnc1
96 | -2[25 µM] | C[C@H](CO)N1C[C@H](C)[C@@H](CN(C)CC2CC2)Oc2ccc(NC(=O)CCC(F)(F)F)cc2CC1=O
97 | 6 | CC1(C)CC(NS(=O)(=O)c2ccc3ccccc3c2)CC(C)(C)N1
98 | 2 | CCC(C)n1c(SCC(=O)NC2CCS(=O)(=O)C2)nc2ccccc2c1=O (stereo not drawn)
99 | -9 | COc1ccc(N2C(=O)N[C@@H](Cc3ccccc3)C2=O)cc1OC
100 | 12 | CCn1c(=O)n(CCOC)c(=O)c2c3c(sc21)CCCC3

# These rows are one share of the data; the hit share may differ from the screen's.
